Screening results: PubChem, several laboratories
MrgX1 antag: antagonists of human MrgX1 receptor, primary screen, HEK293 cells, Fluo-4 calcium flux. B-score at 10 µM. actives 1.3% (n = 310,000). Mas-related G-protein coupled receptor member X1 (Homo sapiens), Q96LB2. BAM8-22 antagonism; stronger effect = lower value;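 active means calcium-response B-score plate-corrected more than 3 library SD below zero, starting fluorescence within 5 deviations, no agonist response on first addition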;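 further: peak minus trough fluorescence over baseline after final BAM8-22 challenge near maximal dose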
TRPC6 inh: mouse TRPC6 channel inhibitors, primary screen, cell-based, HEK293, membrane potential dye | AID 2553, 2010 | ACh-evoked depolarization; stronger effect = lower value | B-score at 10 µM | actives 1.1% (n = 310,000) | Short transient receptor potential channel 6 (Mus musculus), Q61143;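 active means B-score under library mean minus 3 SD, initial fluorescence not abnormally high, positive integrated signal ratio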;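 further: B-score derived from integrated fluorescence ratio over the kinetic read; more negative B-score means stronger inhibition of depolarization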
Target sequence (Q61143 whole entry, looked up): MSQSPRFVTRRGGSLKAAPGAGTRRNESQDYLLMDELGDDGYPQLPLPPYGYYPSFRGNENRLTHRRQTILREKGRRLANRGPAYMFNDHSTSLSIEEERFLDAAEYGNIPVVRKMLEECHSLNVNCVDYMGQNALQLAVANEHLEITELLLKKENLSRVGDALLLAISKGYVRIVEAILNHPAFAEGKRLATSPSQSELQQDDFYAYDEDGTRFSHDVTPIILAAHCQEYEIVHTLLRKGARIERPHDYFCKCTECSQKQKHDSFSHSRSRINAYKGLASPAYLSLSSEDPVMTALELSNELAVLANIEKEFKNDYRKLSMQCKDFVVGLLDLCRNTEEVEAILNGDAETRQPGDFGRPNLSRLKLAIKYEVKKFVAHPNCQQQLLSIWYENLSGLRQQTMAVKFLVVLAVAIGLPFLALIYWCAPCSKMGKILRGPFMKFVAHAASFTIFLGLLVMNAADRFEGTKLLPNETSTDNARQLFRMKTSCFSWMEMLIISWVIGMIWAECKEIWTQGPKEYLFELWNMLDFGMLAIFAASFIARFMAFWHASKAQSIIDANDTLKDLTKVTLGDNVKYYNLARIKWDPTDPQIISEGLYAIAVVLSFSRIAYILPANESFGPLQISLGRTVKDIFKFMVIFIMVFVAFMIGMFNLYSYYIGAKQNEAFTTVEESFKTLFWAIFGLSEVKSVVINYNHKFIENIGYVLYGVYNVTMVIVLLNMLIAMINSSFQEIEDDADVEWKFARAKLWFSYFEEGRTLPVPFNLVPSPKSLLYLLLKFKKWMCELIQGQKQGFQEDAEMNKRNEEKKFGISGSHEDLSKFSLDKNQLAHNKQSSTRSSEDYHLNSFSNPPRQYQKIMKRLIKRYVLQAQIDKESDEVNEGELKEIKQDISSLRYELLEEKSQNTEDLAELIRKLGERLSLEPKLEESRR
ANO1 activ: TMEM16A chloride channel activators or potentiators, primary screen, cell-based, HTS | actives 0.3% (n = 340,000) | Anoctamin-1 (Mus musculus), Q8BHY3 | HEK293 TMEM16A/YFP-H148Q/I152L, iodide quench fluorescence; stronger effect = lower value | B-score at 10 µM | AID 623877, 2012;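 active means fluorescence-ratio B-score plate-corrected deviation score at least 3 library SD below zero, with starting fluorescence score within 5 deviations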;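 further: channel opened by trigger with iodide after compound preincubation; score built on the fluorescence ratio of max minus min over baseline; more negative score means more quench and so TMEM16A activation or potentiation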
MrgX1 ag: agonists of human MrgX1 receptor, primary screen, HEK293 cells, Fluo-4 calcium flux; Fluo-4 calcium fluorescence, agonist mode; stronger effect = higher value; actives 0.44% (n = 310,000); B-score at 10 µM; Mas-related G-protein coupled receptor member X1 (Homo sapiens), Q96LB2;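 active means calcium response B-score plate-corrected fluorescence ratio at least 3 library SD, with starting fluorescence B-score inside 5 SD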
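System – MrgX1-expressing HEK293 cells · Incubation – cells plated overnight, dye loaded 0.5 h 37 °C, 0.5 h room temperature · Technique – kinetic Fluo-4 NW fluorescence of intracellular calcium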
TRPC4 potent: positive allosteric modulators of TRPC4, primary screen, cell-based, mouse TRPC4beta, HEK293 mu-opioid, Fluo-4 calcium; Short transient receptor potential channel 4 (Mus musculus), Q9QUQ5; DAMGO EC20, Fluo-4 Ca2+ flux; stronger effect = higher value; B-score at 10 µM; actives 0.42% (n = 310,000);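 active means B-score of calcium response area above 5 SD of library B-scores, with initial fluorescence ratio within 5 SD of library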;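 further: B-score of integrated fluorescence ratio over time as area under calcium response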
MrgX1 PAM: positive allosteric modulators of MrgX1, primary screen, HEK293 cells, Fluo-4 calcium flux. B-score at 10 µM. FDSS; stronger effect = higher value. actives 0.63% (n = 310,000). AID 588675, 2011. Mas-related G-protein coupled receptor member X1 (Homo sapiens), Q96LB2;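 active means plate-corrected calcium response at least 3 library SD above typical, normal starting fluorescence, not activating the receptor alone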;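 further: compound read alongside a low EC10 to EC30 dose of BAM8-22 agonist; peak minus trough fluorescence over baseline measured at the second addition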
TMEM16A inh: TMEM16A chloride channel inhibitors, primary screen, cell-based, HTS | Anoctamin-1 (Mus musculus), Q8BHY3 | HEK293 TMEM16A/YFP iodide influx fluorescence, ionomycin | normalized B-score (activity score, 25-100; higher = stronger inhibition) at 10 µM | actives 1.2% (n = 310,000) | AID 588511, 2011;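 active means ratio plate-corrected score three or more library SD toward inhibition, starting fluorescence score within five deviations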;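 further: score derived from kinetic fluorescence span divided by baseline fluorescence per well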
TRPC4 inh: inhibitors of mouse TRPC4 channel, primary screen, Fluo4 calcium, HEK293 TRPC4beta/mu-opioid cells | Short transient receptor potential channel 4 (Mus musculus), Q9QUQ5 | DAMGO-evoked Fluo4 calcium flux; stronger effect = lower value | B-score at 10 µM | actives 0.39% (n = 300,000);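 active means B-score over 3 SD under the library average, no early fluorescence shift, positive overall ratio signal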
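Assay system: TRPC4beta/mu-opioid receptor HEK293 cell line; compound dosing: single concentration per test compound; detection: Fluo4 Ca2+ flux fluorescence; evaluation: per-well B score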
TRPC4 act: activators of mouse TRPC4 channel, primary screen, Fluo4 calcium, HEK293 TRPC4beta/mu-opioid cells; Short transient receptor potential channel 4 (Mus musculus), Q9QUQ5; Fluo4 calcium fluorescence; stronger effect = higher value; B-score at 10 µM; actives 0.49% (n = 310,000); AID 2237, 2010;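 active means B-score above 5 SD of library B-scores, and initial fluorescence ratio not above library mean plus 5 SD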;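 further: positive B-score marks a calcium rise read as TRPC4 activation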
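Material: HEK293 stable line with TRPC4beta plus mu-opioid receptor; technique: Fluo4 calcium-sensitive dye fluorescence, kinetic, 1 Hz baseline; timing: Fluo4 dye loading 45 min at room temperature, 110 s recording; controls: assay buffer as low control, maximal DAMGO as high control; read-out: integrated baseline-normalised fluorescence ratio, converted to per-well B score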
TRPC6 activator: mouse TRPC6 channel activators, primary screen, cell-based, HEK293, membrane potential dye; HEK293-TRPC6 membrane potential dye fluorescence; stronger effect = higher value; B-score at 10 µM; actives 0.13% (n = 310,000); AID 2550, 2010;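 active means B-score of the integrated fluorescence ratio above library mean plus 3 SD, and starting fluorescence ratio within library mean plus 5 SD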;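 further: higher score means more depolarization so channel activation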
SKKanGAS inh: S. pyogenes SKKanGAS growth inhibitors in kanamycin, primary screen, streptokinase expression inhibitor project, SKKanGAS strain, BacTiter-Glo luminescence; inhibition, % at 7.5 µM; actives 1.3% (n = 300,000); 6 h;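 active means mean replicate score, as percent of positive control median, at least 50; inconclusive means mean below 50 but one replicate at or above 50; inactive means mean and every replicate below 50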;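 further: strain carries kanamycin resistance gene driven by streptokinase promoter and grows in 40 µg/ml kanamycin; loss of luminescence reflects streptokinase promoter inhibition or plain growth inhibition; 0% = median of DMSO wells and 100% = positive control at its reference dose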
* hit, by the source's call; i = inactive; ? = inconclusive; nt = no result given. Random draw from the library, and some 6.7% of all compounds hit somewhere here.

Values run as follows: TRPC6 activator, MrgX1 PAM, TRPC4 inh, MrgX1 antag, TRPC4 act, MrgX1 ag, SKKanGAS inh, TRPC4 potent, TRPC6 inh, TMEM16A inh, ANO1 activ
CC(=O)Nc1ccc(S(=O)(=O)NCC2CCC(C(=O)NC3CCCCCC3)CC2)cc1 (stereo unspecified)
  i, i, i, i, i, i, -1, i, i, i, i
Cc1nnc(Nc2ccc(S(N)(=O)=O)cc2)c2ccccc12
  i, i, i, i, i, i, 2, i, i, i, i
O=C(c1ccncc1)N1CCN(C(=O)c2ccncc2)CC1
  i, i, i, i, i, i, -6, i, i, i, i
COc1cc(-c2nnc(SCC(=O)c3ccccc3)o2)cc(OC)c1OC
  i, i, i, i, i, i, -14, i, i, i, i
O=C(NNS(=O)(=O)c1ccc(F)c(Cl)c1)c1cccc(S(=O)(=O)N2CCOCC2)c1
  i, i, i, i, i, i, 11, i, i, i, i
Cc1c(NC(NC(=O)CC(C)C)C(Cl)(Cl)Cl)c(=O)n(-c2ccccc2)n1C (stereo unspecified)
  i, i, i, i, i, i, -1, i, i, i, i
CN(C(=O)c1cc([N+](=O)[O-])ccc1NCc1cccnc1)c1ccccc1
  i, i, i, i, i, i, 2, i, i, i, i
Cc1nc(N2CCOCC2)c2c3c(sc2n1)CCC3
  i, i, i, i, i, i, -3, i, i, i, i
O=C(NCc1cccc(Cl)c1)C1CCC(=O)N(C2CC2)C1 (stereo unspecified)
  i, i, i, i, i, i, 1, i, i, i, i
C[C@@H](C(=O)N1CCN(C(=O)OC(C)(C)C)CC1)n1cc(-c2cn([C@@H](C)C(=O)N3CCN(C(=O)OC(C)(C)C)CC3)nn2)nn1
  i, nt, i, nt, i, nt, -2, i, i, nt, nt
CC(C)NC(=O)CCCC(=O)NC(C)C
  i, i, i, i, i, i, -2, i, i, i, i
CC(C)CCC[C@@H](C)[C@H]1CC[C@H]2[C@@H]3C(=O)C=C4C[C@@H](O)CC[C@]4(C)[C@H]3CC[C@]12C
  i, i, i, i, i, i, 6, i, i, i, i
CCN(CC)S(=O)(=O)c1ccc(N2CCN(C)CC2)c(NC(=O)COc2ccc(F)cc2Cl)c1
  i, i, i, i, i, i, -8, i, i, i, i
O=S(=O)(c1ccccc1)c1nc(-c2ccccc2)oc1NCCCN1CCOCC1
  i, i, i, i, i, i, 48, i, i, i, i
O=c1nc(/C=C/c2cccn2-c2ccc([N+](=O)[O-])cc2)cc(C(F)(F)F)[nH]1
  i, i, i, i, i, i, 3, i, i, i, i
O=C(N/N=C\c1ccccn1)C1c2ccccc2Oc2ccccc21
  i, i, i, i, i, i, 21, i, i, i, i
O=C(/C=C/c1ccccc1Cl)Nc1ccncc1
  i, i, i, i, i, i, -2, i, i, i, i
CC(=O)[C@@H]1[C@@H](C)N(Cc2ccccc2)C(=O)N[C@H]1c1cccc(C(F)(F)F)c1
  i, i, i, i, i, i, 1, i, i, i, i
CC(=O)NC(CC(=O)OCC(=O)Nc1ccc2c(c1)OCO2)c1ccccc1 (stereo unspecified)
  i, i, i, i, i, i, 1, i, i, i, i
O=C1NCN(CCO)CN1
  i, i, i, i, i, i, -4, i, i, i, i
CC1CN(C(=O)COC(=O)c2ccc(Cl)nc2)CC(C)O1 (stereo unspecified)
  i, i, i, i, i, i, -3, i, i, i, i
Cc1cc(OC(C)C)nc(NCc2ccccc2)n1
  i, i, i, i, i, i, 2, i, i, i, i
CCC(CC)c1nnc(NC(=O)CCS(=O)(=O)Cc2ccccc2)s1
  i, i, i, i, i, i, 0, i, i, i, i
COc1cc2cc(CN(CCO)S(=O)(=O)c3ccccc3Cl)c(=O)[nH]c2cc1OC
  i, i, i, -7.7*, i, i, -2, i, i, i, i
CCCCOc1ccc(-c2nnn(CCC(=O)N3CCOCC3)n2)cc1
  i, i, i, i, i, i, 0, i, i, i, i
CCCCN1C(N)=NC[C@@H]1Cc1ccccc1
  i, i, i, i, i, i, -3, i, i, i, i
Cc1cc(C)c2nc3nc(C)c(C)cc3c(N)c2c1
  i, nt, i, nt, i, nt, -17, i, -5.8*, nt, i
Cc1[nH]c(=O)[nH]c(=O)c1S(=O)(=O)N(C)Cc1ccccc1
  i, i, i, i, i, i, 3, i, i, i, i
COc1ccc(NC(=O)CN(C)C(=O)CN2C(=O)c3ccc([N+](=O)[O-])cc3C2=O)cc1
  i, i, i, i, i, i, -3, i, i, i, i
COC(=O)c1sccc1NC(=O)c1c(C)noc1C
  i, i, i, i, i, i, 1, i, i, i, i
Nc1cc(=O)[nH]n1C1CCN(c2ccccc2)CC1
  i, i, i, i, i, i, 10, i, i, i, i
CCOC(=O)Cn1c(=NC(=O)CSC(C)=O)sc2ccccc21
  i, i, i, i, i, i, -4, i, i, i, i
CC(O)CNCCCOc1cccc(C(F)(F)F)c1 (stereo unspecified)
  i, i, i, i, i, i, -5, i, i, i, i
COc1cc(NC(=O)CSCc2ccc(Cl)cc2Cl)c(C(=O)O)cc1OC
  i, i, i, i, i, i, -1, i, i, i, i
CCC1=NN2C(=N)/C(=C/c3ccc(OS(=O)(=O)c4ccc(C)cc4)c(OC)c3)C(=O)N=C2S1
  i, i, i, i, i, i, 22, i, i, i, i
CSc1ccc(S(=O)(=O)NCc2ccccc2C)cc1
  i, i, i, i, i, i, -11, i, i, i, i
Fc1ccc(Oc2nc(-c3ccccc3)nnc2C(F)(F)F)cc1
  i, i, i, i, i, i, 12, i, i, i, i
COc1ccc(OC)c(NC(=O)COc2ccc(S(=O)(=O)NC(C)C)cc2)c1
  i, i, i, i, i, i, 0, i, i, i, i
CCOc1ccc(NC(=O)CSc2ncnc3c2sc2ccccc23)cc1
  i, i, i, i, i, i, 3, i, i, i, i
Cc1ccc(OCc2cc(C(=O)N3CC4C[C@@H]5CC3C[C@H](C4)C5)no2)cc1C
  i, i, i, i, i, i, 31, i, i, i, i
Cc1ccc(C)c(NC(=O)CNC(=O)N2CC(=O)Nc3ccccc32)c1
  i, i, i, i, i, i, -1, i, i, i, i
CCN1CCN(c2nc3c(c(=O)[nH]c(=O)n3C)n2Cc2ccccc2F)CC1
  i, i, i, i, i, i, -2, i, i, i, i
Cc1nn(C(=O)c2ccco2)c(C)c1Sc1ccc(Cl)cc1
  i, i, i, i, i, i, -4, i, i, i, i
COC(=O)COc1ccc(NS(=O)(=O)c2cccc([N+](=O)[O-])c2)cc1
  i, i, i, i, i, i, 5, i, i, i, i
CCCCNC(=S)N(C)/N=C/c1ccc(OCC(=O)Nc2c(C)cc(C)cc2C)c(OC)c1
  i, i, i, i, i, i, 18, i, i, i, i
O=C(CSc1nc(Nc2ccccc2)nc(N2CCOCC2)n1)Nc1cccc([N+](=O)[O-])c1
  i, i, i, i, i, i, 25, i, i, i, i
COc1cc2c(cc1OC)CN(C(=S)Nc1c(C)cccc1C)CC2
  i, i, i, i, i, i, 23, i, i, i, i
CC(=O)N1CCN(c2cc3c(cc2F)c(=O)c(C(=O)O)cn3C2CC2)CC1
  i, i, i, i, i, i, ?, i, i, i, i
CN1C(=O)c2cccc3c(S(N)(=O)=O)ccc1c23
  i, i, i, i, i, i, -3, i, i, i, i
CCc1nonc1NC(=O)c1oc2cc(C)c(Cl)cc2c1C
  i, i, i, i, i, i, -6, i, i, i, i
O=C(CN1C(=O)S/C(=C\c2ccc(C(=O)O)cc2)C1=O)Nc1ccccc1
  i, i, i, i, i, i, 6, i, i, i, i
CCN(CC)S(=O)(=O)c1cnccc1N1CCN(c2cccc(Cl)c2)CC1
  i, i, i, i, i, i, 1, i, i, i, i
CCCNC(=O)CCC(=O)Nc1ncc(-c2ccc(C)cc2)n1C
  i, i, i, i, i, i, -1, i, i, i, i
Cc1cccc(C)c1OCC(O)Cn1ccnc1C (stereo unspecified)
  i, i, i, i, i, i, -3, i, i, i, i
CC(C)(C)NC(=O)C(c1cccs1)N(Cc1ccco1)C(=O)c1csnn1 (stereo unspecified)
  i, i, i, i, i, i, -1, i, i, i, i
COC(=O)c1cc(NC(=O)c2c(-c3ccccc3)noc2C)ccc1N1CCOCC1
  i, i, i, i, i, i, -4, i, i, i, i
CCCCCCCCCC(=O)N1CCN(c2cc3c(cc2F)c(=O)c(C(=O)O)cn3CC)CC1
  i, i, i, i, i, i, 8, i, i, i, -8.6*
O=c1c2ccccc2nc(N/N=C/c2c(O)ccc3ccccc23)n1O
  i, i, i, i, i, i, 29, i, i, i, i
Fc1ccccc1N1CCN(C(c2ccccn2)c2nnnn2C2CCCCC2)CC1 (stereo unspecified)
  i, i, i, i, i, i, -1, i, i, i, i
COc1ccc(NC(=O)CSc2c3c(nc4cc(Cl)ccc24)CCCC3)cc1OC
  i, i, i, i, i, i, -6, i, i, i, i

(next part)
Values run as follows: TRPC6 activator, MrgX1 PAM, TRPC4 inh, MrgX1 antag, TRPC4 act, MrgX1 ag, SKKanGAS inh, TRPC4 potent, TRPC6 inh, TMEM16A inh, ANO1 activ
CCCCNC(=O)CC1N=C2c3ccccc3N=C(SCC(=O)Nc3cccc(OC)c3)N2C1=O (stereo unspecified)
  i, i, i, i, i, i, 0, i, i, i, i
O=C(O)C1CCN(c2ncccn2)CC1
  i, i, i, i, i, i, -2, i, i, i, i
O=C(OCc1cncs1)c1cccs1
  i, i, i, i, i, i, 3, i, i, i, i
O=C(Nc1ccc2c(c1)OCCO2)c1cc2ccccc2o1
  i, i, i, i, i, i, -39, i, i, i, i
